Polio RdRp inh: inhibitors of poliovirus RNA polymerase binding and polymerization; % elongation, % (compound at 16.7 µg/mL); AID 588519; P03300; poliovirus polymerase elongation, fluorescence polarization; active compounds read low; hit rate 0.66% among 150,000; in the data active = % elongation below about 90%; note: some results filed as inactive read as strong as hits
Target sequence (P03300 1749-2209 limits assumed): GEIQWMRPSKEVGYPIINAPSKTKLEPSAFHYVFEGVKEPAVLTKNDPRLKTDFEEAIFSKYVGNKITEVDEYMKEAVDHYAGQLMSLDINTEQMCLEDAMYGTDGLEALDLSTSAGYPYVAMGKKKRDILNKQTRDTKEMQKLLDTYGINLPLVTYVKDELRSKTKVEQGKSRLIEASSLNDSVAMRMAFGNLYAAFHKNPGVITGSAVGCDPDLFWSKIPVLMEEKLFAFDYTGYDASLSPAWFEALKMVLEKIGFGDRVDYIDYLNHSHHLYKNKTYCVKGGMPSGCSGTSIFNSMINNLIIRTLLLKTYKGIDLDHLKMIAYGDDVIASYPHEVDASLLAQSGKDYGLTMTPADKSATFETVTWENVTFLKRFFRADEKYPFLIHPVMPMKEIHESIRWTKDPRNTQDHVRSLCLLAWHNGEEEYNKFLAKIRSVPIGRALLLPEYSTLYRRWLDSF
Polio RdRp inh FP z-score: second read-out of Polio RdRp inh, no call of its own (marks repeat the call); z-score; measured here: FP z-score; hits read low
* = called active by the depositor. Only part of the results is shown; count on the stated rates, not on these rows.

SMILES	Polio RdRp inh	Polio RdRp inh FP z-score
CN(Cc1ccccc1)Cc1c(O)ccc2c(=O)c(-c3ccccc3)coc12	100.0	-0.1
CC(=O)NCCN=Cc1sc2ccccc2c1O	102.0	0.1
Cc1cc(C(=O)CSc2ccc(S(=O)(=O)N(C)C)cn2)c(C)n1-c1ncn[nH]1	101.0	-0.4
O=C(CSc1nc2ccccc2[nH]1)NCCC1=CCCCC1	101.0	-0.2
CN(C)c1oc(-c2ccccc2)nc1S(=O)(=O)c1ccccc1	101.0	0
CCC(CC)c1nnc(NC(=O)CS(=O)(=O)Cc2ccccc2)s1	103.0	0.3
NC(=S)NN=C1CCCCC1	101.0	0.4
O=C1CCCc2c1cc(C(=O)Nc1ccc(Cl)cn1)c(=O)n2-c1ccccc1	101.0	-0.1
O=C(CN1C(=O)COc2ccccc21)Nc1ccc(Cl)cc1	106.0	1.1
CCOC(=O)c1cccc(NC(=O)CCn2nc(C)c(S(=O)(=O)N3CCCCC3)c2C)c1	100.0	-1.5
COc1ccc(OC)c(-c2nnc3n(CCc4ccccc4)c(=O)c4ccccc4n23)c1	109.0	0
Cc1cc2nc(-c3cccc(NC(=O)C(C)C)c3C)oc2cc1C	100.0	-0.5
COC(=O)C1=C(C(=O)c2ccccc2)C(c2ccc(C(=O)OC)cc2)n2nnnc2N1 (stereo unspecified)	104.0	0.6
O=C(N1N=CCC1c1ccccc1)C12CC3CC(CC(C3)C1)C2 (stereo unspecified)	111.0	0.7
CCOc1ccc(C2c3c(-c4ccccc4O)n[nH]c3C(=O)N2Cc2cccnc2)cc1OC (stereo unspecified)	106.0	-0.2

4 of the compounds above, with each value named.
SMILES: CCOC(=O)c1cccc(NC(=O)CCn2nc(C)c(S(=O)(=O)N3CCCCC3)c2C)c1
  Polio RdRp inh: 100.0 | Polio RdRp inh FP z-score: -1.5
SMILES: NC(=S)NN=C1CCCCC1
  Polio RdRp inh: 101.0 | Polio RdRp inh FP z-score: 0.4
SMILES: O=C(CSc1nc2ccccc2[nH]1)NCCC1=CCCCC1
  Polio RdRp inh: 101.0 | Polio RdRp inh FP z-score: -0.2
SMILES: O=C(CN1C(=O)COc2ccccc21)Nc1ccc(Cl)cc1
  Polio RdRp inh: 106.0 | Polio RdRp inh FP z-score: 1.1

The main list resumes; the two compounds before the break are reprinted first.
SMILES	Polio RdRp inh	Polio RdRp inh FP z-score
O=C(N1N=CCC1c1ccccc1)C12CC3CC(CC(C3)C1)C2 (stereo unspecified)	111.0	0.7
CCOc1ccc(C2c3c(-c4ccccc4O)n[nH]c3C(=O)N2Cc2cccnc2)cc1OC (stereo unspecified)	106.0	-0.2
CC(=O)c1ccc(NC(=O)c2ccc3c(c2)nnn3C2CCCC2)cc1	101.0	-1.2
CC(C)(C)CC(=O)NC(C)(C)C	100.0	-0.1
COc1ccccc1N1C(=O)C(Cc2ccccc2)N=C1N1CCOCC1 (stereo unspecified)	103.0	1
O=C(COc1ccccc1)NNc1nc2c(F)cccc2s1	100.0	-0.6
COc1ccccc1CCNC(=O)Cc1c(C)c2cc(Cl)c(O)cc2oc1=O	110.0	0.7
Cc1ccc2c(c1)C(=O)OC(C(=O)Nc1ncc(Cc3ccc(C(C)C)cc3)s1)C2 (stereo unspecified)	106.0	0.3
COc1ccc(-c2cc(C)no2)cc1S(=O)(=O)N1CCN(c2cccc(C)c2)C(C)C1 (stereo unspecified)	103.0	-0.9
CCC(=O)C1=C(c2ccc(F)cc2)N(C(=O)CC)n2cnnc2S1	86.0*	-3.8*
Cc1ccc(CN2C(=O)c3ccccc3Sc3ccc(C(=O)NCCCN4CCOCC4)cc32)cc1	116.0	1.3
CC1CCN(S(=O)(=O)c2ccc3c(c2)N(CC(=O)NCc2ccccc2)C(=O)CO3)CC1	100.0	-1.4
CC(C)(O)P(C)(=O)c1ccccc1 (stereo unspecified)	101.0	0.2
Nc1nc(S(=O)(=O)c2ccc(Cl)cc2)c(Cl)s1	105.0	0.6
Cc1cc(C)n(-c2nc(N(c3ccccc3)c3ccccc3)nc(-n3nc(C)cc3C)n2)n1	106.0	1.2
CCc1nc2ccc(C(=O)NCCc3ccc(OC)cc3OC)cc2nc1CC	103.0	-0.5
COc1ccccc1CNC(=O)CN1C(=O)COc2ccc(S(=O)(=O)N3CCC(C)CC3)cc21	106.0	0.4
CCc1nn(CC(=O)NC(C)c2ccc3c(c2)OCCO3)c(=O)c2cc3sc(C)cc3n12 (stereo unspecified)	100.0	-0.9
Cc1cccc(OCC(=O)Nc2ccc(S(=O)(=O)N(Cc3ccccc3)c3ccccc3)cc2)c1	106.0	-0.1
Cc1ccc(NC(=O)c2c(NC(=O)c3ccccc3)sc3c2CCC3)cc1	103.0	0
COc1ccc(-c2noc(CC(=O)N(C)c3ccccc3)n2)cc1	106.0	0.7
CCN1CCOC(=O)C1CC(=O)Nc1ccc(Br)cc1 (stereo unspecified)	106.0	0.2
O=C(NCc1ccccc1)C12CC3CC(CC(C3)C1)C2	104.0	0.5
O=C(Nc1sc2c(c1C(=O)NCc1ccccc1)CCCC2)c1cc(=O)c2cc(Cl)ccc2o1	108.0	0.1
CC(=O)N(c1ccc2oc(=O)sc2c1)S(=O)(=O)c1cccs1	104.0	1
CC(C)N(CC(N)=O)C(=O)c1cc2ccccc2o1	104.0	0
CCOc1ccc(CNC(=O)c2ccc(Sc3ccc(Cl)cc3)c(NC(C)=O)c2)cc1	106.0	-1.1
C=CCN1C(=O)/C(=C\c2ccc(C(=O)O)cc2)S/C1=N\c1nnc(C)s1	102.0	-0.1
O=S(=O)(c1ccccc1)c1nnn2c1nc(NCc1ccccc1)c1cc(Cl)ccc12	107.0	0.7
COc1ccc(OC(=O)N2CCOCC2)cc1	100.0	-0.6
COc1ccc(-n2nc(C(=O)Nc3cccc(Cl)c3)c3c4ccccc4n(C)c3c2=O)cc1Cl	104.0	0.1
O=C(/C=C/c1cccs1)NCC(c1ccc(F)cc1)N1CCOCC1 (stereo unspecified)	101.0	0
CC1Sc2nnc(Cc3ccc(Br)cc3)n2N=C1c1ccc(NS(C)(=O)=O)cc1 (stereo unspecified)	78.0*	-3.5*
N#Cc1cc2cc3c(cc2nc1N1CCCN(C(=O)c2ccccc2)CC1)OCO3	102.0	0.2
Cc1ccc(S(=O)(=O)N2CCC(n3c(C)nc4cccnc43)CC2)c(C)c1	113.0	1.2
CNc1nc(Oc2ccc(=O)n(C)n2)nc(SC)n1	102.0	0.2
O=C(CN1C(=O)COc2ccc(S(=O)(=O)N3CCCCCC3)cc21)N1CCN(c2cccc(C(F)(F)F)c2)CC1	101.0	-1.1
CCOC(=O)CN(C)c1nc(-c2ccc(OC)c(OC)c2)cs1	104.0	2.2
O=C(N/N=C/C=C/c1ccco1)c1ccccc1F	101.0	-0.3
Cc1ccc(-c2nnc(NCc3ccco3)c3ccccc23)cc1C	99.0	-0.5
Cc1cc(C)c(S(=O)(=O)N2CCC(N3CCN(Cc4ccccc4)C(=O)C3=O)CC2)c(C)c1	104.0	-0.7
CC(=O)OCc1nc2ccccc2s1	102.0	0.9
COCCN=Cc1cc(Br)cc(Br)c1O	63.0	-6.6
CC1CCCCC1NC(=O)COC(=O)c1ccc(O)cc1 (stereo unspecified)	103.0	0.1
CC(C)CCNC(=O)c1c[nH]c2ccc(S(=O)(=O)Nc3cccc(C(F)(F)F)c3)cc2c1=O	104.0	-0.3
COC(=O)c1ccccc1NC(=S)N1CCCCC1	97.0	-0.4
COc1ccc(-c2nc3c(n2O)CCC/C3=N\O)cc1	100.0	-0.1
COC(=O)c1ccc(COC(=O)CNC(=O)C23CC4CC(CC(C4)C2)C3)o1	102.0	0
O=C(Cn1c(=O)oc2cc(S(=O)(=O)NC3CCCC3)ccc21)NCc1cccs1	102.0	0.1
O=C(CCc1ccccc1)N=Nc1c(O)[nH]c2ccccc12	102.0	0.1
COc1cccc(-c2noc(NC3CCN(Cc4ccccc4)CC3)n2)c1OC	103.0	1.5
FC(F)(F)c1cccc(Nc2ncnc3sc4c(c23)CCC4)c1	101.0	0
COc1ccc(C2=NC(c3ccncc3)=Nc3ccc(OC)cc3N2)cc1	101.0	-1.2
Cc1ccc(-c2n[nH]c(=S)n2CCC(=O)O)cc1	108.0	0.8
O=C(CCCc1ccccc1)NN1CCOCC1	103.0	0.6
Cc1ccc(C)c(N2CCN(Cc3csc(C)c3C)CC2)c1	105.0	-0.4
COc1ccccc1NC(=O)[C@H](CSCc1ccccc1)N1Cc2ccccc2C1=O	104.0	1
COCCSc1nnc(NS(=O)(=O)c2ccccc2)s1	100.0	0.1
COc1ccc(CN2CCOCC2)cc1C	102.0	1
NC(=O)Cc1cc(=O)[nH]c(=S)[nH]1	102.0	-0.1
Cc1cccc(NC(=O)C2CCCN2S(=O)(=O)c2cccc3nsnc23)c1C (stereo unspecified)	106.0	0.4
CSc1nc(C)nc(N/C=C(\C#N)C(=O)C2CC2)n1	102.0	-0.1

Entries above containing a cyano group, in the order listed:
SMILES	Polio RdRp inh	Polio RdRp inh FP z-score
N#Cc1cc2cc3c(cc2nc1N1CCCN(C(=O)c2ccccc2)CC1)OCO3	102.0	0.2
CSc1nc(C)nc(N/C=C(\C#N)C(=O)C2CC2)n1	102.0	-0.1

The list goes on.
SMILES	Polio RdRp inh	Polio RdRp inh FP z-score
CC(C)(C)N=Cc1c(O)n(-c2ccccc2Cl)c(=O)c2ccccc12	100.0	-0.4
Nc1ccc(-c2cnc(-c3ccc(N)cc3)nc2)cc1	103.0	0.1
N#Cc1cc(C(=O)c2ccco2)c2nc3ccccc3n2c1N	45.0	-6.9
Cc1ccc(-c2nnc(Nc3ccccc3O)c3ccccc23)cc1	102.0	-0.4
S=C(NCCn1cc(Br)cn1)Nc1ccc2c(c1)OCO2	102.0	1
Nc1nc2ccccc2n1Cc1ccc(Cl)c(Cl)c1	102.0	-0.3
CCNc1nc(NCC)nc(C(=O)OCCO)n1	102.0	0.2
Cc1ccc(C(C)C)cc1OP1(=O)COc2ccccc2OC1	101.0	0
COc1ccc2[nH]cc(CN(C)C)c2c1	105.0	1
COc1ccc2cc3c(nc2c1)OCC3	104.0	0.6
CC1CC2(O)c3no[n+]([O-])c3CCC2N1O (stereo unspecified)	101.0	-0.2
COC(=O)C1=C(C)NC(=O)/C1=C\c1cc(C)n(-c2ccc(OC)c(Cl)c2)c1C	103.0	0.5
Cc1ccc2c(CC(=O)OC(C)C(=O)Nc3ccc(N4CCOCC4)cc3)coc2c1 (stereo unspecified)	100.0	-0.6
CN(c1cc(=O)n2ccccc2n1)C1CCCCC1	103.0	0.3
COc1ccc(-n2c(=S)[nH]c3cc(C(=O)NC4CCCC(C)C4C)ccc3c2=O)c(OC)c1 (stereo unspecified)	102.0	0.1
CC(=O)Nc1cccc(C(=O)NCc2ccccc2F)c1	104.0	0
CC1(N(O)/C=C2/C=CC=N2)CCCCC1=O (stereo unspecified)	98.0	-0.4
O=c1oc2c(ccc3c(O)cccc32)c2c1CCCC2	102.0	0.6
CCc1nn2c(=O)cc(COC(=O)C(c3ccccc3)c3ccccc3)nc2s1	111.0	1
Cn1ccnc1SCC(=O)Nc1ccccc1Oc1ccccc1	103.0	0.1
CC(=O)NC(=S)Nc1nc2ccccc2n1C(C)=O	100.0	-0.3
Brc1ccc2c(c1)OCCO2	99.0	-0.6
O=C(O)/C=C\C(=O)Nc1ccc2cn[nH]c2c1	102.0	-0.2
COc1ccc(OCC(C)N)cc1 (stereo unspecified)	103.0	0.3
CC(C)c1ccc2c(c1)-c1ccccc1S(=O)(=O)N2CC(=O)N1CCCCC1	107.0	0
Cc1cc(SCCOc2ccc(Cl)cc2Cl)nc(N)n1	106.0	0.3
Cc1noc(C)c1S(=O)(=O)N(C)c1ccc(Br)cc1	100.0	-0.2
O=C1CC2(CCCC2)C(=O)N1c1ccc(S(=O)(=O)N2CCc3ccccc3C2)cc1Cl	103.0	-0.3
O=C(O)c1ccc(C2CCCCC2)cc1	96.0	-1.1
O=C(CN1C(=O)CSC1=O)Nc1nccs1	96.0	-0.6

Looked up above:
`Brc1ccc2c(c1)OCCO2` – Polio RdRp inh = 99.0
`Cc1noc(C)c1S(=O)(=O)N(C)c1ccc(Br)cc1` – Polio RdRp inh FP z-score = -0.2
`O=C(O)c1ccc(C2CCCCC2)cc1` – Polio RdRp inh FP z-score = -1.1
`CCc1nn2c(=O)cc(COC(=O)C(c3ccccc3)c3ccccc3)nc2s1` – Polio RdRp inh = 111.0
`CC(=O)Nc1cccc(C(=O)NCc2ccccc2F)c1` – Polio RdRp inh FP z-score = 0
`O=C(O)/C=C\C(=O)Nc1ccc2cn[nH]c2c1` – Polio RdRp inh = 102.0

Following part
SMILES	Polio RdRp inh	Polio RdRp inh FP z-score
CCN(CC)CCCCCCCOC(=O)c1cc(OC)c(OC)c(OC)c1	102.0	0.3
Cc1csc(SCc2cc(=O)c(OC(=O)c3ccco3)co2)n1	98.0	-1.8
CC(=O)Nc1ccc(NC(=O)C(C)OC(=O)C2CC2)cc1 (stereo unspecified)	99.0	-0.9
CCC(C)C(NC(N)=O)C(=O)NC1CCC(C)CC1 (stereo unspecified)	102.0	-0.1
CN(C)/N=C/c1ccc(N2CCOCC2)cc1	102.0	0.1
CCc1cccc(N2C(=O)CSC23C(=O)Nc2ccccc23)c1 (stereo unspecified)	107.0	0.2
CCCCCCCCCCCC1=C(O)C(=O)C=C(O)C1=O	101.0	0.2
Cc1cc(C)c(NC(=O)CSc2nc(=O)[nH]c3c2CCCC3)c(C)c1	111.0	1
COc1ccc(CCNC(=O)CSc2nc3ccccc3o2)cc1	103.0	-0.1
CC(C)c1ccc(NC(=O)CSC2=Nc3ccccc3C3=NC(CC(=O)N4CCN(c5ccccc5)CC4)C(=O)N23)cc1 (stereo unspecified)	99.0	-0.4
CCc1ccc(N2C(=O)CSC23C(=O)N(Cc2cccc(F)c2)c2ccccc23)cc1 (stereo unspecified)	110.0	0.8
N#C/C(=C/c1cn(CCC(N)=O)c2ccccc12)c1ccc(C#N)cc1	102.0	0.8
CCCc1cc(=O)[nH]c(SCC(=O)N2c3ccccc3NC(=O)C2(C)C)n1	105.0	0.4
COc1ccc(N2CC(NC(=O)/C=C\c3ccccc3)CC2=O)cc1 (stereo unspecified)	103.0	-0.9
C=C(C)C(C)(C#CCN1CCCC1)OC(C)=O (stereo unspecified)	98.0	-0.4
CCOC(=O)c1cc(C#N)c(N2CCN(S(=O)(=O)c3ccccc3)CC2)nc1C(F)(F)F	102.0	0.1

Screening data deposited in PubChem by ICCB-Longwood Screening Facility, Harvard Medical School.
